Assay outcomes (PubChem BioAssay)
H9c2 TAG inh: inhibitors of triacylglycerol accumulation | H9c2 cells, Nile Red lipid (TAG) fluorescence; cells loaded with 200 µM oleic acid | inhibition, % at 12.5 µM | 230,000 compounds, 0.66% hits | AID 651582;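 active = pattern-corrected inhibition of lipid staining of at least 50% with the nuclear-stain viability signal not falling by more than 50%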;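 note: 0% = DMSO wells and 100% = triacsin C control wells; some results filed as inactive read as strong as hits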
H9c2 TAG inh DAPI viability: also measured in H9c2 TAG inh; calls as there; DAPI nuclei signal change (viability), lower = more cytotoxic, %;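 whole-well DAPI fluorescence read on a plate reader as a viability signal; minus 50 percent equals half of cells still viable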
Active calls of the source: *. Not all compounds are listed. The share of hits here may be higher or lower than overall.

Cc1cc(C)nc(NC=C2C(=O)OC(C)(C)OC2=O)n1 was read as H9c2 TAG inh 6 and H9c2 TAG inh DAPI viability -3.
For Cc1cn([C@H]2C[C@H](O)[C@@H](CCC(=O)NCCc3cnc[nH]3)O2)c(=O)[nH]c1=O the results were H9c2 TAG inh 1 and H9c2 TAG inh DAPI viability -2.
CC(C)C[C@H](N)c1nnc(S(=O)(=O)Cc2ccc(F)cc2)o1 was read as H9c2 TAG inh 12 and H9c2 TAG inh DAPI viability 1.
`COC(=O)Cn1ncc2c(C)n(Cc3ccccc3)c(C)c2c1=O` gave H9c2 TAG inh -18 and H9c2 TAG inh DAPI viability 6.
CCOc1ccc(N(CC(=O)Nc2c(C)n(C)n(-c3ccccc3)c2=O)S(=O)(=O)c2ccc(F)cc2)cc1 was read as H9c2 TAG inh -1 and H9c2 TAG inh DAPI viability -1.
For O=C(O)CC1(CC(=O)Nc2ccc3c(c2)C(=O)OC3)CCCCC1 the results were H9c2 TAG inh 3 and H9c2 TAG inh DAPI viability -7.
`Cc1ccccc1NC(=O)COC(=O)c1ccc(S(=O)(=O)N2CCCCCC2)cc1` gave H9c2 TAG inh -1 and H9c2 TAG inh DAPI viability -4.
`COc1ccc(NC(=O)CSCC(=O)NCCc2ccccn2)cc1` gave H9c2 TAG inh 2 and H9c2 TAG inh DAPI viability -2.
`Cc1nc(CN2CCN(C(=O)c3ccc(Br)cc3)CC2)cs1` gave H9c2 TAG inh -11 and H9c2 TAG inh DAPI viability 8.
CN(C)S(=O)(=O)c1ccc(C(=O)OCC(=O)N2CC3(C)CC2CC(C)(C)C3)cc1 (stereo not given) was read as H9c2 TAG inh -7 and H9c2 TAG inh DAPI viability 2.
Screening CC(=O)Oc1cccc(-c2nc3ccccc3c(=O)o2)c1 returned H9c2 TAG inh -5 and H9c2 TAG inh DAPI viability 20.
CSc1ccc(/C=C(/NC(=O)c2ccccc2)C(=O)N2CCN(C)CC2)cc1 was read as H9c2 TAG inh 0 and H9c2 TAG inh DAPI viability -3.
For CCc1ccc(NC(=O)c2cccc(C(=O)Nc3ccc(CC)cc3)n2)cc1 the results were H9c2 TAG inh 14 and H9c2 TAG inh DAPI viability 0.
Screening COCCCN(C(=O)C1=COCCO1)c1c(N)n(Cc2ccccc2)c(=O)[nH]c1=O returned H9c2 TAG inh -7 and H9c2 TAG inh DAPI viability -2.
Cc1ccc2[nH]c3c(c2c1)CCCC3=O was read as H9c2 TAG inh -5 and H9c2 TAG inh DAPI viability 7.
Screening Cc1nc2ccc(NC(=O)C3CCCCC3)cc2s1 returned H9c2 TAG inh 12 and H9c2 TAG inh DAPI viability -2.
`COc1cc(OC)c(OC)cc1/C=N/NC(=O)C[n+]1ccccc1` gave H9c2 TAG inh 5 and H9c2 TAG inh DAPI viability 12.
`COc1ccc(-c2nc(N)n[nH]2)cc1` gave H9c2 TAG inh 10 and H9c2 TAG inh DAPI viability -1.
Cc1cc(C(=O)c2ccccc2)cc(C)c1O was read as H9c2 TAG inh 9 and H9c2 TAG inh DAPI viability 0.
`O=C1Nc2ccc(S(=O)(=O)NCC3CCCO3)c3cccc1c23` (stereo not given) gave H9c2 TAG inh 6 and H9c2 TAG inh DAPI viability 5.

Seven records drawn at random from the list so far:
CCOc1ccc(N(CC(=O)Nc2c(C)n(C)n(-c3ccccc3)c2=O)S(=O)(=O)c2ccc(F)cc2)cc1 was read as H9c2 TAG inh -1 and H9c2 TAG inh DAPI viability -1.
`COc1cc(OC)c(OC)cc1/C=N/NC(=O)C[n+]1ccccc1` gave H9c2 TAG inh 5 and H9c2 TAG inh DAPI viability 12.
CC(C)C[C@H](N)c1nnc(S(=O)(=O)Cc2ccc(F)cc2)o1 was read as H9c2 TAG inh 12 and H9c2 TAG inh DAPI viability 1.
CSc1ccc(/C=C(/NC(=O)c2ccccc2)C(=O)N2CCN(C)CC2)cc1 was read as H9c2 TAG inh 0 and H9c2 TAG inh DAPI viability -3.
`COC(=O)Cn1ncc2c(C)n(Cc3ccccc3)c(C)c2c1=O` gave H9c2 TAG inh -18 and H9c2 TAG inh DAPI viability 6.
`Cc1nc(CN2CCN(C(=O)c3ccc(Br)cc3)CC2)cs1` gave H9c2 TAG inh -11 and H9c2 TAG inh DAPI viability 8.
Cc1cc(C(=O)c2ccccc2)cc(C)c1O was read as H9c2 TAG inh 9 and H9c2 TAG inh DAPI viability 0.

Molecules from the list above containing fluorine (2):
CC(C)C[C@H](N)c1nnc(S(=O)(=O)Cc2ccc(F)cc2)o1 was read as H9c2 TAG inh 12 and H9c2 TAG inh DAPI viability 1.
CCOc1ccc(N(CC(=O)Nc2c(C)n(C)n(-c3ccccc3)c2=O)S(=O)(=O)c2ccc(F)cc2)cc1 was read as H9c2 TAG inh -1 and H9c2 TAG inh DAPI viability -1.

(continued)
For O=C(N/N=C/c1ccc2ccccc2c1)c1ccc(COc2ccc3c(c2)CCC3)o1 the results were H9c2 TAG inh -23 and H9c2 TAG inh DAPI viability 15.
CC(C)c1ccccc1NC(=O)Nc1nc(C(N)Cc2ccc(C(F)(F)F)cc2)cs1 (stereo not given) was read as H9c2 TAG inh 122 and H9c2 TAG inh DAPI viability -85.
Screening COc1ccc(C2CC(c3ccc(C)cc3)Nc3nc(N)nn32)cc1 (stereo not given) returned H9c2 TAG inh 41 and H9c2 TAG inh DAPI viability -9.
For Cc1ccc(OCC(=O)NS(=O)(=O)c2ccc(Cl)cc2)cc1 the results were H9c2 TAG inh -7 and H9c2 TAG inh DAPI viability -8.
Screening Oc1c(N=Nc2ccccc2)sc2ccccc12 returned H9c2 TAG inh -3 and H9c2 TAG inh DAPI viability 1.
`COc1ccc(CNC(=O)c2c(-c3cc(Cl)c(OC)c(Cl)c3)noc2C)cc1` gave H9c2 TAG inh 7 and H9c2 TAG inh DAPI viability 1.
Screening CCCN1CCC(=O)NC1=S returned H9c2 TAG inh -7 and H9c2 TAG inh DAPI viability -2.
COc1ccc(NC(=O)Cn2c(=O)n(-c3ccc(CC(=O)NCc4ccco4)cc3)c(=O)c3ccccc32)cc1 was read as H9c2 TAG inh 65* and H9c2 TAG inh DAPI viability -34*.
`CS(=O)(=O)c1ccc(Nc2nc(C(N)c3ccccc3Cl)cs2)cc1` (stereo not given) gave H9c2 TAG inh -2 and H9c2 TAG inh DAPI viability 14.
Screening CNC(=O)c1c(NC(=O)CS(=O)(=O)c2ccc(F)cc2)sc(C)c1C returned H9c2 TAG inh -15 and H9c2 TAG inh DAPI viability 3.
`Cc1cc2cc3c(cc2nc1SCC(=O)N1c2ccccc2CC1C)OCO3` (stereo not given) gave H9c2 TAG inh -10 and H9c2 TAG inh DAPI viability 2.
For O=C(c1cn(-c2ccccc2)nc1-c1cc2ccccc2oc1=O)N1CCOCC1 the results were H9c2 TAG inh -3 and H9c2 TAG inh DAPI viability 14.
For COCc1cc(C)nc(OC)c1C(N)=O the results were H9c2 TAG inh -12 and H9c2 TAG inh DAPI viability 3.
`CCN(C(=O)CN1CCN(c2ccc(O)cc2)CC1)c1c(N)n(Cc2ccccc2)c(=O)[nH]c1=O` gave H9c2 TAG inh 3 and H9c2 TAG inh DAPI viability 14.
COc1cc([N+](=O)[O-])ccc1NC(=O)COC(=O)C=C(C)C was read as H9c2 TAG inh 5 and H9c2 TAG inh DAPI viability 1.
`CSCCC(NS(=O)(=O)c1ccc2c(c1)OCCO2)C(=O)NCCc1ccccn1` (stereo not given) gave H9c2 TAG inh 5 and H9c2 TAG inh DAPI viability -7.
Screening N#C/C(=C(/O)CCl)c1nnc2n1CCCCC2 returned H9c2 TAG inh 6 and H9c2 TAG inh DAPI viability -8.
O=C(/C=N/O)NCCCn1ccnc1 was read as H9c2 TAG inh -1 and H9c2 TAG inh DAPI viability -8.
O=C(CNC(=O)c1ccco1)NNC(=O)c1n[nH]c(=O)c2ccccc12 was read as H9c2 TAG inh -4 and H9c2 TAG inh DAPI viability 7.
Cc1cc(C)cc(NC(=O)CCC(=O)N2CCSc3ccccc32)c1 was read as H9c2 TAG inh -5 and H9c2 TAG inh DAPI viability -11.
CCCCn1c2c(c(=N)c3ccccc31)CCC2 was read as H9c2 TAG inh -18 and H9c2 TAG inh DAPI viability -4.
`CCOc1ccccc1C(=O)NCC(=O)NNC(=O)c1csc(N2CCOCC2)n1` gave H9c2 TAG inh 16 and H9c2 TAG inh DAPI viability -2.
`Cc1ccc(S(=O)(=O)N2CCC(=O)N(C(COCc3ccccc3)C(C)C)CC2)cc1` (stereo not given) gave H9c2 TAG inh 13 and H9c2 TAG inh DAPI viability 3.
`CCN(CC)CCn1c2c(c(SCC(=O)Nc3ccc(C(C)C)cc3)nc1=O)CCC2` gave H9c2 TAG inh 11 and H9c2 TAG inh DAPI viability 10.
CCN(CC(=O)NCc1cccs1)C(=O)Cc1ccc(C)c(C)c1 was read as H9c2 TAG inh 21 and H9c2 TAG inh DAPI viability -6.
`CC(NC(=O)c1cc(S(=O)(=O)N(C)C)ccc1Cl)c1ccc(-n2ccnc2)cc1` (stereo not given) gave H9c2 TAG inh 2 and H9c2 TAG inh DAPI viability 3.
Screening CCOC(=O)[C@H]1[C@H]2COc3ccc(OC)cc3[C@@H]2N2C(=O)CN(Cc3ccc(F)cc3)C(=O)[C@@]12C returned H9c2 TAG inh 2 and H9c2 TAG inh DAPI viability 13.
Screening COCCNC(=O)C1Cc2c(-c3cccc(NC(C)=O)c3)ccnc2O1 (stereo not given) returned H9c2 TAG inh 2 and H9c2 TAG inh DAPI viability -5.
Screening Cn1c(=O)c2cc3ccccc3nc2n(C)c1=O returned H9c2 TAG inh 4 and H9c2 TAG inh DAPI viability 1.
Screening COc1ccccc1NC(=O)C1=C(C)Nc2nc(-c3ccccc3)nn2C1c1ccccn1 (stereo not given) returned H9c2 TAG inh 11 and H9c2 TAG inh DAPI viability -5.
CCSc1nnc([C@H](C)NC(=O)OC(C)(C)C)o1 was read as H9c2 TAG inh 9 and H9c2 TAG inh DAPI viability 2.
For CC(C)Cn1c(CNC(=O)c2ccccc2)nc2ccccc21 the results were H9c2 TAG inh -4 and H9c2 TAG inh DAPI viability 17.
`CCOC(=O)c1nnn(-c2nonc2N)c1COc1cc(C)c(Cl)c(C)c1` gave H9c2 TAG inh 3 and H9c2 TAG inh DAPI viability -1.
`Cc1nc([N+](=O)[O-])cn1CC(=O)c1ccc(Br)cc1` gave H9c2 TAG inh -6 and H9c2 TAG inh DAPI viability 1.
Screening COC(=O)CCCC1=CC2=CC(=O)C(C)(OC(=O)c3cccs3)C(=O)C2=CN1c1cccc(C#N)c1 (stereo not given) returned H9c2 TAG inh -17 and H9c2 TAG inh DAPI viability 1.
CCCCc1nc(SCC(=O)N2CCOCC2)c2c(=O)n(C)c(=O)n(C)c2n1 was read as H9c2 TAG inh 15 and H9c2 TAG inh DAPI viability -8.
CCc1ccccc1NC(=O)CSc1nc2n[nH]c(C)c2c(=N)n1-c1ccc(OC)cc1 was read as H9c2 TAG inh -1 and H9c2 TAG inh DAPI viability -7.
Screening CC(=O)c1ccc(S(=O)(=O)Nc2ccc(C(=O)NCC(c3ccco3)N3CCCC3)cc2)cc1 (stereo not given) returned H9c2 TAG inh -4 and H9c2 TAG inh DAPI viability 4.
CC1CCCCC1NC(=O)c1cncc(Br)c1 (stereo not given) was read as H9c2 TAG inh 4 and H9c2 TAG inh DAPI viability 7.
For CN(C)C(=S)SCC(=O)NC(=O)NC(C)(C)C the results were H9c2 TAG inh -7 and H9c2 TAG inh DAPI viability 2.
COc1ccc(C)cc1NC(=O)CN1C(=O)C2CC=CCC2C1=O (stereo not given) was read as H9c2 TAG inh -15 and H9c2 TAG inh DAPI viability -2.
For C#CC(CC)(CC)NC(=O)c1cc(S(=O)(=O)N2CCCCC2)ccc1N1CCOCC1 the results were H9c2 TAG inh -9 and H9c2 TAG inh DAPI viability -7.
Screening CCCNC(=O)COC(=O)c1ccc(S(=O)(=O)N2CCCC2)cc1 returned H9c2 TAG inh -1 and H9c2 TAG inh DAPI viability -5.
For COc1ccc(Cl)cc1NC(=S)N1CCN(C(=O)c2ccco2)CC1 the results were H9c2 TAG inh 12 and H9c2 TAG inh DAPI viability 9.
`Cc1ccc([C@H]2C[C@@H](O)[C@H](n3cc(C4CC4)nn3)CN2CC2CCCCC2)cc1` gave H9c2 TAG inh 10 and H9c2 TAG inh DAPI viability -4.
For COC(=O)C1CCN(Cc2cn(Cc3ccccc3)nc2-c2cc3ccccc3o2)CC1 the results were H9c2 TAG inh -8 and H9c2 TAG inh DAPI viability 11.
Screening COc1cccc(C(c2sc3ncnn3c2O)N2CCN(C(=O)c3ccco3)CC2)c1 (stereo not given) returned H9c2 TAG inh 5 and H9c2 TAG inh DAPI viability -8.
Screening COC(=O)/C(=C/c1ccc(OC)cc1)NC(=O)c1ccco1 returned H9c2 TAG inh -11 and H9c2 TAG inh DAPI viability 5.
O=C(COC(=O)/C=C/c1ccc(S(=O)(=O)N2CCOCC2)cc1)Nc1ccccc1F was read as H9c2 TAG inh 10 and H9c2 TAG inh DAPI viability 5.
Screening CC(C)c1ccc(NC(=O)Cc2cn(C)c3ccccc23)cc1 returned H9c2 TAG inh 18 and H9c2 TAG inh DAPI viability -3.
Screening CC(=O)Nc1ccccc1Oc1ccccc1 returned H9c2 TAG inh -16 and H9c2 TAG inh DAPI viability 11.
CCc1nnc(NC(=O)CSc2nc(N)c(NC(=O)c3ccc(OC)cc3)c(=O)[nH]2)s1 was read as H9c2 TAG inh -14 and H9c2 TAG inh DAPI viability 1.
For O=C(CN1CCOCC1)N1N=C(c2cccs2)CC1c1cccs1 (stereo not given) the results were H9c2 TAG inh 6 and H9c2 TAG inh DAPI viability -9.
`O=C(COC(=O)c1nc(Cl)ccc1Cl)NC(=O)c1ccccc1` gave H9c2 TAG inh -2 and H9c2 TAG inh DAPI viability 9.
For CCCc1c(O)nc(SCCN(CC)CC)[nH]c1=O the results were H9c2 TAG inh -15 and H9c2 TAG inh DAPI viability 18.
For CN1CCN(/N=C/c2ccc(N(c3ccccc3)c3ccccc3)cc2)CC1 the results were H9c2 TAG inh 3 and H9c2 TAG inh DAPI viability 44.
`O=[N+]([O-])c1cccc(COc2ccc(CN3CCOCC3)cc2)c1` gave H9c2 TAG inh -24 and H9c2 TAG inh DAPI viability 18.
